HCMV inh = qHTS Assay for inhibitors of the human cytomegalovirus (HCMV); HFF cells, HCMV-luciferase reporter, 72 h; stronger effect = lower value; activity change, negative = inhibition, % at 57.5 µM; AID 1259415, 2018; 410,000 compounds, 4.5% hits; in the data active = activity change below about -60%; inconclusive = no clear call, values can overlap the other calls; inactive = above about -39%
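Inhibition of viral replication was scored as loss of reporter luminescence in HFFs infected with HCMV-luciferase (MOI 1 PFU/cell) for 72 h; compounds tested at 2 doses, normalized to buffer and Salinomycin controls.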
AMA1 RON2 block = qHTS for Inhibitors of AMA1-RON; Towards Development of Antimalarial Drug Lead: Primary Screen | Potency, µM (series often up to 58.2 µM), for inactives: top-dose activity change, negative = inhibition, hits mostly inhibitors | Plasmodium falciparum AMA1 (3D7) - RON2 peptide interaction | 360,000 compounds, 0.2% hits | AlphaScreen AMA1-biotinylated RON2 peptide binding | AID 720542, 2013; active = well fitted inhibition curve with a large enough effect; inconclusive = small, poorly fitted or top-dose-only effect; inactive = no such curve, though single readings can be large or run the other way;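 note: potency is the fitted concentration of half-maximal effect; 0% = vehicle wells and -100% = peptide control; nearly all actives have a fitted effect of over 45% in size; some results filed as inactive show a strong effect at the top dose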
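AMA1 (3D7) with his tag at 25 nM final met compounds first, then biotinylated RON2 peptide at 25 nM; detection used donor plus acceptor beads, 10 µg/mL apiece, read by AlphaScreen after 30 min at room temperature.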
* marks the source's active call; other numbers are inactive results; u = inconclusive; [ ] = remark or other dose. Unless noted, % is set by controls: 0 for no effect and ±100 for the full control effect.

SMILES	HCMV inh	AMA1 RON2 block
CN(CCc1ccccc1)C(=O)c1ccc(NC(=O)Cc2ccc(NC(=O)C3CCCN(S(=O)(=O)c4cccc([N+](=O)[O-])c4)C3)cc2)cc1 (centres undefined)	-11	1%
COc1ccc(N)c(C)c1	18	-10%
COc1ccc(-c2cn3c(C)c(C(=O)N4CCN(c5ccccc5)CC4)sc3n2)cc1	-6	-3%
COc1cc(C(=O)N2CCN(S(=O)(=O)c3cc(C)ccc3C)CC2)ccc1OCC(=O)N1CCOCC1	0	20%
O=c1[nH]c(SCCc2ccccc2)nc2c1CCC2	18	-6%
COC(=O)[C@H](NC(=O)c1cc([C@@H](NC(=O)OC(C)(C)C)C(C)C)sc1N)C(C)C	4	30%
Cc1cc(=O)oc2cc(OC(C)C(=O)N3CCOCC3)c(Cl)cc12 (centres undefined)	-37	-6%
CCOC(=O)C1=CN(CC2CCCCC2)CCC1=O	-19	-2%
Nc1cc(Cl)cc2c1-c1ccc(Cl)cc1C2	-26	-5%
O=C(CSc1ccccc1)NC1CC1	-31	3%
Cc1ccc(S(=O)(=O)N2C[C@H]3C(=O)C[C@@H](c4cccc5ccccc45)N(S(=O)(=O)c4ccc(C)cc4)[C@H]3C[C@H]2c2ccc(Cl)cc2)cc1	-3	4%
COC(=O)c1c(NC2=NS(=O)(=O)c3ccccc32)sc2c1CCC(C(C)(C)C)C2 (centres undefined)	33	-1%
CN(CC(=O)Nc1cccc(Cl)c1)S(=O)(=O)/C=C/c1ccccc1	13	3%
O=C(NCCc1ccccc1)c1ccc(-c2cccnc2)c2ccoc12	-20	-1%
CCOC(=O)Nc1cc(OC)cc2ccc(C)nc12	-34	-2%
O=C(NCC1CCCO1)c1ccc(NC(=O)c2ccc(Br)cc2)cc1 (centres undefined)	-10	6%
Nc1nc(N)nc(-c2cccc([N+](=O)[O-])c2)n1	8	-1%
C[C@@H]1CN([C@H](C)CO)C(=O)CCCn2nncc2CO[C@H]1CN(C)Cc1ccccc1C(F)(F)F	-19	4%
CCN(C(=O)COC(=O)CNC(=O)c1ccc2ccccc2c1)c1c(N)n(Cc2ccccc2)c(=O)[nH]c1=O	-19	-1%[11.6 µM]
O=[N+]([O-])c1ccc(COc2ccccc2CN2CCCCC2)cc1	5	13%
COC(=O)C1=CN(c2ccc(OC)cc2OC)C(N)=C(C#N)C1c1ccccc1F (centres undefined)	-12	-1%
COCCNc1ncnc2c1ncn2[C@H]1CN(Cc2ccc(-c3ccccc3)cc2)C[C@@H](CO)O1	u	-6%
CCOC1=C2CN(S(=O)(=O)c3ccc(C)cc3)[C@H](c3ccccc3)C[C@@H]2N(S(=O)(=O)c2ccc(C)cc2)[C@H](c2cccs2)C1	-8	2%
CC1(C(=O)NCc2ccccc2)CCC(=O)N1C1CC1 (centres undefined)	0	2%
Cc1cc(=O)[nH]c(N2CCCCC2)n1	-28	7%
CC(=O)N1C[C@H]2CON(C)[C@H]2C[C@H]1c1cccc(-c2ccc(C#N)cc2)c1	-3	13%
CC(C)NC(=O)C1(C)CCCN1C(=O)c1ccccc1Br (centres undefined)	19	10%
COc1cc(O)c2c(c1)/C=C/C[C@H](O)[C@H](O)C(=O)CCC[C@H](C)OC2=O	-5	17%
CC(C)(C)c1ccc(CC(=O)N2CCC2(C)C(=O)NS(=O)(=O)c2ccccc2Cl)cc1 (centres undefined)	-17	0%
Nc1ccn([C@@H]2O[C@H](CNS(=O)(=O)c3cc4ccccc4s3)[C@@H](O)[C@H]2O)c(=O)n1	-10	2%
O=C(NN(C(=O)c1ccccc1)c1cccs1)c1ccccc1	27	-3%
CC(C)[C@H](NC(=O)c1cccc(CN(Cc2ccccc2)C(=O)c2ccccc2)c1)C(=O)O	-9	11%
COC(=O)[C@@H]1C[C@]2(C(=O)O)c3ccccc3N(OOSc3ccccc3)[C@@H]2N1C(=O)OC	15	2%
CCCN(C)C[C@H]1Oc2ncc(Br)cc2C(=O)N([C@@H](C)CO)C[C@@H]1C	-1	-3%
COc1ccc(C(C)(O)c2nc(-c3ccc(S(C)(=O)=O)cc3)cs2)cc1 (centres undefined)	1	-8%
COC(=O)c1ccc2nc(-c3ccco3)c(Cc3ccc(C)cc3)n2c1	11	-17%
CC(CN1CC(=O)NC(=O)C1)N1CC(=O)NC(=O)C1 (centres undefined)	16	72%[activator]
COc1ccccc1NS(=O)(=O)c1cc(N/C(=N/S(=O)(=O)c2ccccc2)c2ccc(F)cc2)ccc1Cl	20	-2%
O=C1NC(=O)C(CCc2ccccc2)(c2ccccc2)N1 (centres undefined)	-8	-20%
COc1ccc(NC(=O)C2(C)CCN2CCOc2ccc(C)cc2)cc1OC (centres undefined)	u	-7%
CSc1ccc(C2NN=C(c3ccccc3)S2)cc1 (centres undefined)	19	2%
Cc1cccc(-c2cnc(C(O)c3ccc(Cl)cc3C)[nH]2)c1 (centres undefined)	-16	-9%
O=[N+]([O-])c1ccc(COc2ccc(CN3CCCC3)cc2)cc1	-8	-1%
COCC(=O)N1C[C@H]2CON(C)[C@H]2C[C@H]1c1cccc(-c2ccc(C#N)cc2)c1	47	-3%
O=C1NC[C@H](CCCCN2CCN(CCc3ccc(O)cc3)C(=O)C2=O)N(CCc2ccc(O)cc2)C1=O	-7	1%

Among those listed so far, two contain a COOH group.
SMILES	HCMV inh	AMA1 RON2 block
CC(C)[C@H](NC(=O)c1cccc(CN(Cc2ccccc2)C(=O)c2ccccc2)c1)C(=O)O	-9	11%
COC(=O)[C@@H]1C[C@]2(C(=O)O)c3ccccc3N(OOSc3ccccc3)[C@@H]2N1C(=O)OC	15	2%

Next part:
SMILES	HCMV inh	AMA1 RON2 block
O=c1c([N+](=O)[O-])cn(O)cc1[N+](=O)[O-]	-28	15%
CCN(CC)C(=O)C1=C(C)N(CCCOC)C(=O)C(CC(=O)NCCCCc2ccccc2)C1 (centres undefined)	22	7%
COc1ccc(CN2CCC[C@]3(N[C@H](c4ccc(C(F)(F)F)cc4)[C@@H]4C(=O)N(C)C(=O)[C@@H]43)C2=O)cc1	-12	4%
CCOc1cc(N2CCOCC2)c(OCC)cc1NS(=O)(=O)c1ccc2c(c1)CC(=O)N2	1	-13%
COCC1CCCCN1C(=O)c1cc(COc2ccc(C)c(C)c2)on1 (centres undefined)	50	11%
CC1(C(=O)O)CCCN1C(=O)c1ccco1 (centres undefined)	-12	-4%
CC(C)(C)c1ccc(C(=O)C2CC2)cc1	-25	4%
O=C(C[C@@H]1CC[C@@H]2[C@H](COC[C@H](O)CN2S(=O)(=O)c2ccccc2)O1)Nc1ccccc1	12	1%
C=C(C)c1sc(-c2ccc(Cl)cc2)nc1C	9	7%
COc1ccc(S(=O)(=O)N(C)C[C@@H]2OCCCC[C@@H](C)Oc3ccc(NS(=O)(=O)c4cccs4)cc3C(=O)N([C@H](C)CO)C[C@@H]2C)cc1	-36	12%
CN1CCN(c2ccc(CNC(=O)c3ccc(-c4cnn(C)c4)c4ccoc34)cc2)CC1	7	-10%
CN1C[C@@H]2[C@@H]3C(=O)N(Cc4ccccc4)C(=O)[C@@H]3[C@](Cc3ccccc3)(C1=O)N2C(=O)c1ccc(C(C)(C)C)cc1	-98*	-12%
CS(=O)(=O)c1ccc2nc(NC(=O)C3CC3)sc2c1	-13	-4%
CCOC(=O)c1ccc(S(=O)(=O)N2CCC(N3CCCCCC3)CC2)cc1	33	8%
Nc1ccc(S(=O)(=O)c2ccc(N)nc2)cc1	-11	-9%
CCC(c1nnnn1-c1ccc2c(c1)OCCO2)N1CCN(c2ccc(C(F)(F)F)cn2)CC1 (centres undefined)	-37	-4%
COC(=O)[C@]12CCCCC=C1N(CCc1ccc(OC)c(OC)c1)C(=O)[C@H](CC(=O)NCc1cccc3ccccc13)C2	8	-29%
CC1(C)S[C@@H]2[C@H](NC(=O)COc3ccccc3)C(=O)N2C1C(=O)OCc1ccccc1 (some centres undefined)	-1	9%
C=C1C(=O)[C@]23C[C@H]1CC[C@H]2[C@]1(C)[C@@H](OC(C)=O)CC[C@@](C)(C(=O)O)[C@H]1C[C@@H]3OC(C)=O	-15	6%
CC1(C(=O)Nc2ccc3c(c2)OCO3)CCN1C(=O)CCc1cccs1 (centres undefined)	-20	-5%
Cc1cc(=O)n(Cc2ccco2)c(=S)[nH]1	39	-17%
Cc1cc(C)cc(CC(=O)N2CCC2(C)C(=O)NS(=O)(=O)c2ccccc2Cl)c1 (centres undefined)	4	-2%
C=CCN(CC=C)C(=O)CCN1CC1C (centres undefined)	8	45%[activator]
Cc1cc2c(=O)n(C)c(SCC(=O)Nc3ccc(F)cc3)nc2s1	-28	-10%
CCOc1cc(C(=O)NCCCNC(=O)c2cc(OCC)c(OCC)c(OCC)c2)cc(OCC)c1OCC	-19	-3%
O=C(NCc1ccccc1Cl)[C@H]1CCCN1C(=O)[C@H]1CCCN1	-7	7%
CCN(CC(=O)NCc1ccc(F)cc1)C(=O)c1cccc(S(=O)(=O)N(C)c2ccc(OC)cc2)c1	-25	-7%
CCOC(=O)[C@]12CCC=C1N(Cc1ccco1)C(=O)[C@H](CC(=O)N1CCC(c3ccccc3)CC1)C2	44	4%
COc1cc(OC)cc(C(=O)N[C@H](C(=O)OCC(=O)N2CCN(S(=O)(=O)c3ccc(C)cc3)CC2)C(C)C)c1	0	-9%
COC1OC2COC(c3ccccc3)OC2C(OC(C)=O)C1OC(C)=O (centres undefined)	58	21%
CCCNC(=O)c1cc(C2CCCCN2C(=O)c2cc(C(C)(C)C)nn2C)on1 (centres undefined)	u	-4%
Cn1cccc1C1C=C(c2ccc(C(C)(C)C)cc2)Nc2ncnn21 (centres undefined)	-80*	63%[activator]
COc1ccc(C(C)(NC(C)=O)c2nc(-c3cncnc3)cs2)cc1 (centres undefined)	-36	-4%
CCOC(=O)CCN(C(=O)Nc1ccccc1)C1CCCCC1	-22	9%
CCC(C)c1ccccc1N1CC(C(=O)N2CCN(c3ccccc3)CC2)CC1=O (centres undefined)	-24	-11%
C#CCN(C[C@@H]1[C@@H](OC(=O)NCc2ccccc2)[C@@H](OC(=O)NCc2ccccc2)CN(C(=O)OC(C)C)N1C(=O)OC(C)C)S(=O)(=O)c1ccc(C)cc1	-24	2%
O=C(CC[C@H]1O[C@@H](n2ccc(=O)[nH]c2=O)[C@H](O)[C@@H]1O)NCc1cccc2ccccc12	30	39%[activator]
COC(=O)[C@@H](Cc1ccccc1)NC(=O)CC[C@H]1O[C@@H](n2cc(C)c(=O)[nH]c2=O)C[C@@H]1O	-1	3%
O=S(CC(O)c1ccccc1)c1ccccc1 (centres undefined)	-7	-1%
Cc1ccc(NC(=O)c2cc(S(=O)(=O)N3CCOCC3)ccc2Cl)cc1S(=O)(=O)N1CCOCC1	89	-1%
CC(C)Nc1ncnc2c1ncn2[C@H]1CN(Cc2ccc(Cl)cc2)C[C@@H](CO)O1	21	-4%
CCCC(=O)Nc1nnc(SCC(=O)Nc2ccc(OCC)cc2)s1	-18	23%
O=C(NCc1ccccc1)C(c1ccc(-c2ccccc2)cc1)N1CCN(CCN2CCOCC2)CC1 (centres undefined)	-3	-12%
O=C(Nc1ccc(Cl)cc1)c1nc[nH]c1C(=O)Nc1ccccc1F	-10	126%[activator]
CC1(C(=O)NC2CCCC2)CCC(=O)N1CCOc1ccccc1 (centres undefined)	-1	25%

Five compounds drawn at random from those above, as already listed:
SMILES	HCMV inh	AMA1 RON2 block
O=C(Nc1ccc(Cl)cc1)c1nc[nH]c1C(=O)Nc1ccccc1F	-10	126%[activator]
CC(C)Nc1ncnc2c1ncn2[C@H]1CN(Cc2ccc(Cl)cc2)C[C@@H](CO)O1	21	-4%
CCCC(=O)Nc1nnc(SCC(=O)Nc2ccc(OCC)cc2)s1	-18	23%
O=C(CC[C@H]1O[C@@H](n2ccc(=O)[nH]c2=O)[C@H](O)[C@@H]1O)NCc1cccc2ccccc12	30	39%[activator]
O=C(NCc1ccccc1)C(c1ccc(-c2ccccc2)cc1)N1CCN(CCN2CCOCC2)CC1 (centres undefined)	-3	-12%

The listing continues.
SMILES	HCMV inh	AMA1 RON2 block
COc1ccc(C(CNC(=O)c2ccc(C)c(S(=O)(=O)N3CCCCC3)c2)N2CCCC2)cc1 (centres undefined)	-1	-1%
CN(Cc1cnn(-c2ccc(F)cc2)c1)C(=O)[C@H]1O[C@@H](n2ccc(N)nc2=O)[C@H](O)[C@@H]1O	1	17%
CC(C)CC#Cc1ccc2c(c1)O[C@H](CN(C)C(=O)Cc1ccncc1)[C@H](C)CN([C@H](C)CO)S2(=O)=O	-28	17%
O=C1NC[C@H](CCCCN2C[C@H](Cc3ccc(O)cc3)N(Cc3ccccc3)C(=O)C2=O)N(CCc2ccccc2)C1=O	-26	-5%
Cc1ccc(C(O)c2ncc(-c3ccc(Cl)cc3)[nH]2)cc1 (centres undefined)	35	-16%
COc1cc(C(O)c2nc(-c3ccncc3)cs2)ccc1F (centres undefined)	-32	0%
COc1cccc(CC(NC(C)=O)C(=O)NC2CCN(c3c4c(nc5ncnn35)CCC4)CC2)c1 (centres undefined)	3	-1%
CC(C)(C)c1cc(NC(=O)C2(C)CCN2C(=O)C2(c3ccccc3)CCCC2)no1 (centres undefined)	-7	6%
Cc1cccc(C)c1-n1nnnc1C(c1cccs1)N1CCC2(CC1)C(=O)NCN2c1ccccc1 (centres undefined)	-36	-22%
Cc1[nH]c2ccccc2c1CN1CCCCC1	-6	-14%

Source: PubChem (National Center for Advancing Translational Sciences (NCATS))

Some of the compounds tested. The share of hits here may be higher or lower than overall.
